# Compound activity from PubChem.
# RAD52 inh – inhibitors of human RAD52 DNA annealing | P43351 | recombinant RAD52 DNA annealing, FRET fluorescence | inhibition, % at 18.7 µM | 0.46% of 360,000 active | AID 651710;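 active means every replicate showing at least 50% inhibition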
# ERAP1 HTS inh – blocks human ERAP1 aminopeptidase activity | recombinant ERAP1, Leu-AMC fluorescence, 60 min | inhibition, % at 10.7 µM | 0.15% of 340,000 active;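 active means mean replicate inhibition of at least 30%, or all replicates individually reaching that 30% level; inactive means mean below 30% and not every replicate reaching it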;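 further: 0% = neutral control wells and 100% = L-leucinethiol positive control wells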
# Target sequence (Q9NZ08 whole entry, looked up): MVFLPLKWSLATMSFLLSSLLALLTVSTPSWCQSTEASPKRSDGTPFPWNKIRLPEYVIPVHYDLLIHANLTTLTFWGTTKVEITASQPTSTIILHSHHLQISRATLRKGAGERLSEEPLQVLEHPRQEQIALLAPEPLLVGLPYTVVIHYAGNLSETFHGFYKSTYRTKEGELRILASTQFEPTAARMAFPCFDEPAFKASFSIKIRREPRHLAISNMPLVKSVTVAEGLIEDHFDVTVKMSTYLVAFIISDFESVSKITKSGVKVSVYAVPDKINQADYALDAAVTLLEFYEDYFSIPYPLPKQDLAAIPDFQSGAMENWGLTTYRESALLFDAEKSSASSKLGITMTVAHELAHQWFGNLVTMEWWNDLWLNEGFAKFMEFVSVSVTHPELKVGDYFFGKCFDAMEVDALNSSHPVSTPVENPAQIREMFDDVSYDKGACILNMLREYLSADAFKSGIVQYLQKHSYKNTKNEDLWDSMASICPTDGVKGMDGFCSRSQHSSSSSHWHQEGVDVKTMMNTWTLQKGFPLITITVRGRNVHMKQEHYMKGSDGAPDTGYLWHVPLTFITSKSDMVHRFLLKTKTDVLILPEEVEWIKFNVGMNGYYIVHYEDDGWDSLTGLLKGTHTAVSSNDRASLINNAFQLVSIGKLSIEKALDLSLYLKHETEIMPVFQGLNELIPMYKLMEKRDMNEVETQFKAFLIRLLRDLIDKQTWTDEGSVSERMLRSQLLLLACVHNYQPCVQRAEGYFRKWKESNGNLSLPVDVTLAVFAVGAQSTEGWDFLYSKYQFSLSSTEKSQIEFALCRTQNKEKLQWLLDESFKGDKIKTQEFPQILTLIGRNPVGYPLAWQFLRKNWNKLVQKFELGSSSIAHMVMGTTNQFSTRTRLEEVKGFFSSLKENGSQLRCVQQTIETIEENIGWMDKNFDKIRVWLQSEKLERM
# Xi reactivation – reactivates the inactive X chromosome in mouse fibroblasts | activation, % at 7.58 µM | AID 743238 | 0.055% of 360,000 active | XiGFP mouse fibroblasts, % GFP-positive cells imaging, 3 d; cells co-treated with 5-aza-dC sensitizer; scaled so ellipticine positive control = 100%;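 active means mean normalized replicate activation at least 10% and every replicate at or above 10%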;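 further: 0% = median of on-plate neutral control wells and 100% = ellipticine 6 µM median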
#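 System: XiGFP fibroblasts, SV40-immortalized. Medium: DMEM plus 5-aza-dC sensitizer. Doses: single point. Timing: 3 d treatment, 15 min room-temperature fixation. Control set: ellipticine 6 µM.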
# F508del corr – CFTR F508del correction in bronchial cells; CFBE cells, YFP halide quenching; stimulated with forskolin plus potentiator P3; % fluorescence drop versus neutral controls; activity (quench increase), % at 7.58 µM; 0.36% of 350,000 active; AID 720511;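 active means mean added fluorescence quench of at least 8% versus neutral control, with both replicates also reaching 8%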;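 further: cells transiently co-express mutant CFTR-F508del with the halide-sensitive YFP; corrector assay measuring rescue of mutant channel to the surface after 24 h compound exposure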
# ARNT TACC3 PPI – disruptors of human ARNT/TACC3 interaction; 0.66% of 390,000 active; inhibition, % at 9.99 µM; AID 623870; AlphaScreen His-ARNT PAS-B/GST-TACC3 binding, luminescence; TACC3 fragment carries E629A point mutation;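 active means mean inhibition of replicates at least 50% and at least half of replicates each reaching 50%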;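 further: 0% = complete ARNT plus TACC3 wells and 100% = ARNT alone without TACC3; many hits fall short of the cut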
# RAD54 branch – blocks human RAD54 Holliday junction branch migration; Q92698; FAM/BHQ fluorescence; inhibition, % at 10.4 µM; 0.14% of 360,000 active; AID 602329;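 active means mean normalized replicate activity at least 40 and at least half of replicates scoring 40 or more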;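 further: 0% = median of neutral control wells and 100% = median of positive control wells; inhibitors cause a drop in the FAM fluorescence signal; in these data hits start at about 50%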
# GSIS activator – primary screen for activators of insulin secretion dependent on glucose, INS-1E cells, GLuc reporter luminescence | INS-1E GLuc reporter insulin secretion, 2-3 h | activation, % at 16.6 µM | 0.61% of 370,000 active;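 active means lowest replicate activation of at least 40%, so every replicate reaches that level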;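 further: 0% = median of neutral control wells and 100% = median of IBMX positive control wells; some compounds called inactive have numbers as strong as hits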
# esBAF inh – blocks esBAF chromatin remodeling in mouse ES cells; AID 602393; reporter increase, % at 12.5 µM; 2% of 350,000 active; Bmi1-luciferase knock-in reporter, 24 h; 100% = twice the neutral-well signal; in the data active means activation above about 40%;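 further: 0% = median of the plate's neutral control wells and 100% = double that signal; a rise in the Bmi1 reporter signal indicates esBAF inhibition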
# Starred values were filed as active, the others as inactive; · = no result given; & = joins results of further samples. Hits appear at their usual frequency; any-hit rate near 3.3%.
SMILES,RAD52 inh,ERAP1 HTS inh,Xi reactivation,F508del corr,ARNT TACC3 PPI,RAD54 branch,GSIS activator,esBAF inh
Cc1nc(Nc2ccc(S(=O)(=O)N3CCCC3)cc2)c2nnn(Cc3ccccc3)c2n1,·,·,0.0,1.6,16.7,·,22.4,·
Cc1cc(NC(=O)c2cccc(COc3ccc(Br)cc3)c2)no1,-56.7,·,0.1,-6.2,-4.4,-20.7,6.5,9.7
CCCCN(C(=O)Nc1ccc(OCC)cc1)C1CCN(C(C)=O)CC1,·,·,·,·,-0.3,-7.2,13.2,3.4
COc1ccc(NC(=O)COc2ccccc2Cc2ccccc2)cc1S(N)(=O)=O,9.7,-3.0,-0.1,3.0,1.5,1.5,-15.6,·
O=C(c1cccnc1)C1CCCN(Cc2nc(Cc3ccccc3)no2)C1 (stereo unspecified),-5.0,-1.9,0.0,0.3,4.1,·,19.3,·
N#CCCn1cc(/C=N/O)c(-c2ccccc2)n1,-13.1,4.0,·,-2.5,-17.6,9.0,5.9,-0.4
COc1ccc(C(=O)Nc2nc(CC(=O)NCc3ccc(F)cc3)cs2)cc1,-10.1,2.1,0.1,-0.4,-1.3,3.8,-1.3,49.9*
CC1(C)Cc2nc3oc4c(NCCCN5CCOCC5)ncnc4c3cc2CO1,-11.4,3.5,0.1,-1.1,-4.0,4.1,15.0,-9.5
Cc1cccn2c(=O)c3cc(C(=O)N4COCC4(C)C)n(Cc4ccccc4)c3nc12,-12.7,·,0.0,-0.3,-6.4,·,9.5,·
Cc1noc(C)c1NC(=O)N(C)C[C@H]1OCc2cnnn2CCCC(=O)N([C@@H](C)CO)C[C@@H]1C,-5.4,-0.8,0.0,-0.9,-0.5,3.0,-0.7,-6.0
C[C@H](O)C#Cc1ccc2c(c1)O[C@H](CN(C)C(=O)c1ccncc1)[C@@H](C)CN([C@@H](C)CO)S2(=O)=O,10.5,6.8,-1.2,1.5,-2.2,1.4,7.7,-5.0
O=C(C[C@@H]1C[C@H]2c3cc(NC(=O)c4cccnc4)ccc3O[C@H]2[C@@H](CO)O1)NCc1ccccc1F,-3.2,0.6,0.1,1.5,-1.0,6.5,-8.3,2.1
COc1ccc(S(=O)(=O)N(C)C[C@@H]2Oc3ccc(NC(=O)Nc4cccc5ccccc45)cc3CC(=O)N([C@H](C)CO)C[C@@H]2C)cc1,1.4,0.6,0.1,1.2,·,·,4.0,0.6
Cn1c(=O)c2ncn(CC(=O)Nc3ccc(N4CCOCC4)cc3)c2n(C)c1=O,·,·,·,·,-12.8,5.5,7.3,0.5
C/C(=N\OCC(=O)Nc1ccccc1C(C)(C)C)c1ccc2c(c1)OCCO2,-19.0,2.1,0.2,·,-0.3,7.9,7.6,3.6
C[C@H](CO)N1C[C@H](C)[C@@H](CN(C)C(=O)Nc2ccc3c(c2)OCO3)Oc2c(NC(=O)Nc3ccccc3)cccc2C1=O,7.0&-23.1,-1.2&-6.4,0.2&0.0,-0.7&2.2,3.8,2.7,-0.5&-23.2,5.9
CC(C)NC(=O)N(C)C[C@@H]1OCCCC[C@H](C)Oc2ccc(NC(=O)C3CCCCC3)cc2C(=O)N([C@@H](C)CO)C[C@@H]1C,4.3,0.9,-0.1,-2.7,-5.9,7.3,-3.4,·
Cn1cnnc1SCC(=O)Nc1ccc2nc(SCc3ccccc3)sc2c1,·,·,·,·,7.1,2.5,-17.2,68.6*
C[C@@H](NC(=O)C[C@@H]1CC[C@H]2[C@@H](COc3ccc(NS(=O)(=O)c4ccc(Cl)cc4)cc3C(=O)N2C)O1)c1ccccc1,11.9,2.8,0.1,0.5,-2.0,0.9,-6.7,1.6
COc1ccc2[nH]c3c(c2c1)CNCC3,-32.2,2.4,0.0,-0.2,·,18.3,29.6,-2.9
CN(Cc1ccccc1)C(=O)c1ccc(NC(=O)Cc2cccc([N+](=O)[O-])c2)cc1,-18.9,-2.1,0.2,0.3,2.3,-1.2,-20.9,-5.6
COCCN(Cc1nc2ccccc2c(=O)[nH]1)C(=O)COc1cccc(C(C)=O)c1,-20.0,-1.6,-0.1,-0.6,-5.0,4.4,16.7,-0.2
CCOc1ccc(-c2nc(CSCC(=O)N3CCN(C(=O)c4ccco4)CC3)c(C)o2)cc1,-33.8,·,0.3,-1.5,·,-14.2,-1.2,-55.0
CCCCc1nnn2c1C1c3cc(-c4cccnc4)ccc3CCN1C(=O)C2 (stereo unspecified),-12.0,1.8,-0.1,0.1,·,·,2.3,·
COc1ccc(CCNC(=O)Cn2c(=O)[nH]c3ccsc3c2=O)cc1OC,-4.5,2.4,0.0,3.2,-8.6,·,12.7,2.5
CCOC(=O)C(Cc1ccccc1)C(=O)NCc1ccccc1 (stereo unspecified),3.8,0.9,0.0,0.0,13.6,1.1,-10.2,-4.3
Cc1ccc(/C=N\NC(=O)/C(=C\Nc2nccc(C)n2)NC(=O)c2ccccc2)cc1,-9.2,-8.5,-0.1,-1.3,8.3,5.5,-4.6,3.0
CCCNC(=O)c1ccc(N2CCC3(CC2)CC(c2cccc(Br)c2)=NO3)c(NC(=O)c2ccc(Cl)c([N+](=O)[O-])c2)c1,·,·,0.1,-6.6,-1.3,9.6,-24.5,4.2
COc1cc(CN2CCC(Cc3ccccc3)CC2)cc(OC)c1OC,-0.6,-3.3,0.1,1.0,4.3,4.6,-9.4,8.8
CC(C)(C)c1cc(C(=O)NNC(=O)c2ccc(Cl)cc2)no1,-5.2,3.1,0.0,-0.1,-3.6,-1.7,-0.5,·
C[C@H]1CN([C@@H](C)CO)C(=O)c2cc(NS(C)(=O)=O)ccc2O[C@H]1CN(C)C(=O)Nc1ccc(F)cc1,6.9,1.5,-1.4,-0.6,-11.1,-7.2,19.3,-2.4
COc1ccc(-n2cc(CNCc3cccnc3)c(-c3cccc(F)c3)n2)cc1,-218.4,-0.6,0.0,1.4,-0.4,10.2,-19.4,3.2
COc1cccc(CN(C)C[C@H]2OCc3ccccc3-c3c(n(C)c4ccccc34)C(=O)N([C@H](C)CO)C[C@@H]2C)c1,5.6,-6.9,-1.1,-4.0,·,·,-22.5,·
O=C(C[C@@H]1C[C@H]2c3cc(NC(=O)CC4CC4)ccc3O[C@H]2[C@@H](CO)O1)NCC1CC1,11.0,-0.4,0.0,0.9,0.7,2.7,0.2,1.4
C[C@@H]1CN([C@@H](C)CO)C(=O)c2cc(C#CC3(O)CCCC3)cnc2O[C@@H]1CN(C)S(=O)(=O)c1cccc(F)c1,20.2,-9.7,0.1,-2.3,-6.1,6.7,-3.2,2.4
O=C1CCC(C(=O)N2CCN(c3ccccc3)CC2)CN1CC1CCCCC1 (stereo unspecified),-15.5,-2.0,0.0,-1.6,0.8,-8.9,-16.8,4.0
CC1=C(C(=O)Nc2ccccc2C(=O)NCCCOC(C)C)SCCO1,-12.4,-4.4,0.1,-1.5,22.5,9.0,·,-5.4
COc1ccc(C(=O)Oc2ccc(/C=N/NC(=O)c3ccccc3OC)cc2[N+](=O)[O-])cc1,·,·,0.3,-0.5,·,2.3,5.9,·
C[C@@H]1CN([C@H](C)CO)C(=O)c2cc(C#Cc3cccnc3)cnc2O[C@@H]1CN(C)S(C)(=O)=O,-6.2,0.3,0.2,-1.2,-8.7,7.4,7.5,1.5
CCOc1ccc(NC(=O)CN(C)C(=O)c2cc(C)nc3ccccc23)cc1OCC,5.2,0.0,0.1,2.8,17.8,1.0,·,-1.8
C/C=C/c1ccc([C@@H]2[C@@H](CO)N(C(=O)C3CC3)[C@H]2CN(C)C(=O)CC2CC2)cc1,-5.4,·,0.2,4.6,-2.9,0.3,-14.5,0.2
C/C(=N\Nc1ccc(Cl)c(C(=O)O)c1)c1cc2ccccc2o1,5.7,-9.8,-0.3,-0.7,4.9,7.5,-7.9,15.4
CCCC#Cc1ccc([C@H]2[C@@H](CO)N3C(=O)CN(C(=O)c4ccccn4)C[C@H]23)cc1,-11.7,1.2,0.5,3.0,·,·,-3.0,·
COC(=O)N(C)C[C@H]1OCc2cnnn2CCCC(=O)N([C@H](C)CO)C[C@H]1C,9.4&0.0,-6.7&2.2,0.3&-0.3,-2.7&2.1,9.8,3.5&10.6,13.7&-9.7,-1.2&-2.3
CSc1ccccc1NC(=O)c1ccc(N2CCCC2=O)cc1,-3.7,1.1,0.3,2.6,5.7,3.2,1.1,73.3*
CN1CCN(S(=O)(=O)c2cccc(C(=O)Nc3cc(C(F)(F)F)ccc3N3CCCCC3)c2)CC1,-12.6,5.4,0.3,6.2,1.1,·,-17.0,-9.0
COc1ccc(NC(=O)c2ccc3nc[nH]c3c2)cc1,2.9,-0.4,0.0,-0.6,4.2,-0.1,·,22.6
COc1ccc(CCNC(=O)C(=O)NCC2OCCN2S(=O)(=O)c2cccs2)cc1 (stereo unspecified),-15.4,0.3,0.1,2.2,1.4,-4.9,·,12.3
COn1c(-c2ccc(C)cc2)nc2ncccc21,-12.2,0.6,0.0,2.7,-5.3,-1.1,3.0,21.2
Cc1cc2c(=O)n(C)c(SCC(=O)Nc3ccc(F)cc3)nc2s1,-5.1,-2.2,-0.7,3.8,1.6,-1.7,35.7,-3.3
C[C@H]1CN([C@@H](C)CO)C(=O)c2cccc(NC(=O)Nc3cccc4ccccc34)c2O[C@H]1CN(C)S(=O)(=O)c1cccs1,28.6,-1.5,-1.2,-0.3,2.0,-5.8,-9.6,-1.4
COc1ccccc1NCCC(=O)OCC(=O)NC1CCCC(C)C1C (stereo unspecified),-8.8,4.3,0.3,-1.2,·,·,11.7,·
O=C(C1CCCC1)N1CC(=O)N2[C@H](CO)[C@H](c3ccc(C#Cc4cccc(F)c4)cc3)[C@H]2C1,-22.9,·,0.0,3.9,·,·,3.1,·
C[C@H](CO)N1C[C@H](C)[C@@H](CN(C)Cc2ccc3c(c2)OCO3)Oc2ccc(NC(=O)CCC(F)(F)F)cc2C1=O,-4.5,-0.2,-1.1,2.1,-7.1,-0.4,10.2,-11.3
COc1ccc(NC(=O)N(C)C[C@@H]2Oc3ccc(NC(=O)C4CCCCC4)cc3C(=O)N([C@@H](C)CO)C[C@H]2C)cc1,5.5,-1.9,0.4,0.3,0.7,-3.0,8.7,0.4
COc1ccc2c3c([nH]c2c1)[C@H](CO)N(C(=O)c1ccccn1)CC31CN(C(=O)C2CCC2)C1,-6.1,0.8,0.0,1.6,·,·,10.3,·
C[N+]1(CC(=O)OCCCC2CCCCC2)CCCC1,1.0,107.9*,0.0,-3.9,1.9,·,25.5,·
O=C1C=CC(O)C2(CO)OC12 (stereo unspecified),-9.7,2.8,0.1,-1.6,·,-0.7,-18.3,2.7
Cc1ccc(N2CCN(C(=S)Nc3ccccc3C)CC2)cc1,-6.0,1.6,0.3,-1.3,-1.8,1.9,-5.7,-8.5

# esBAF inh: hit marks shown above.
smiles | RAD52 inh | ERAP1 HTS inh | F508del corr | ARNT TACC3 PPI | GSIS activator | esBAF inh
COc1ccc(C(=O)Nc2nc(CC(=O)NCc3ccc(F)cc3)cs2)cc1 | -10.1 | 2.1 | -0.4 | -1.3 | -1.3 | 49.9*
Cn1cnnc1SCC(=O)Nc1ccc2nc(SCc3ccccc3)sc2c1 | · | · | · | 7.1 | -17.2 | 68.6*
CSc1ccccc1NC(=O)c1ccc(N2CCCC2=O)cc1 | -3.7 | 1.1 | 2.6 | 5.7 | 1.1 | 73.3*
